# TexasRed fluor = counter-screen for TRb-SRC2 inhibitors: fluorescence interference | 280,000 tested, 0.29% active | TRb/SRC2 Texas Red total fluorescence interference | Potency, µM (titrated, usually from 106 µM), inactives show top-dose fluorescence change, negative = quenching; active = well fitted curve in either direction with a large enough effect; inconclusive = small, poorly fitted or top-dose-only effect
#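 Human TRb ligand-binding domain at 0.6 uM with 20 nM Texas Red SRC2 peptide in Tris buffer containing 1 uM T3 and 5% DMSO, incubated with compound 5 h at ambient temperature. Total fluorescence (555/632 nm) calculated as parallel + 2 × perpendicular.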
# L3MBTL1 inh = inhibitors of human L3MBTL1; AlphaScreen L3MBTL1–H3K9me1 peptide binding; 230,000 tested, 0.66% active; Potency, µM (titrated, usually from 57.1 µM), for inactives: at the top dose activity, negative = inhibition, hits mostly inhibitors; note: nearly all actives have a fitted effect of over 60% in size
# Target sequence (Q9Y468 whole entry, looked up): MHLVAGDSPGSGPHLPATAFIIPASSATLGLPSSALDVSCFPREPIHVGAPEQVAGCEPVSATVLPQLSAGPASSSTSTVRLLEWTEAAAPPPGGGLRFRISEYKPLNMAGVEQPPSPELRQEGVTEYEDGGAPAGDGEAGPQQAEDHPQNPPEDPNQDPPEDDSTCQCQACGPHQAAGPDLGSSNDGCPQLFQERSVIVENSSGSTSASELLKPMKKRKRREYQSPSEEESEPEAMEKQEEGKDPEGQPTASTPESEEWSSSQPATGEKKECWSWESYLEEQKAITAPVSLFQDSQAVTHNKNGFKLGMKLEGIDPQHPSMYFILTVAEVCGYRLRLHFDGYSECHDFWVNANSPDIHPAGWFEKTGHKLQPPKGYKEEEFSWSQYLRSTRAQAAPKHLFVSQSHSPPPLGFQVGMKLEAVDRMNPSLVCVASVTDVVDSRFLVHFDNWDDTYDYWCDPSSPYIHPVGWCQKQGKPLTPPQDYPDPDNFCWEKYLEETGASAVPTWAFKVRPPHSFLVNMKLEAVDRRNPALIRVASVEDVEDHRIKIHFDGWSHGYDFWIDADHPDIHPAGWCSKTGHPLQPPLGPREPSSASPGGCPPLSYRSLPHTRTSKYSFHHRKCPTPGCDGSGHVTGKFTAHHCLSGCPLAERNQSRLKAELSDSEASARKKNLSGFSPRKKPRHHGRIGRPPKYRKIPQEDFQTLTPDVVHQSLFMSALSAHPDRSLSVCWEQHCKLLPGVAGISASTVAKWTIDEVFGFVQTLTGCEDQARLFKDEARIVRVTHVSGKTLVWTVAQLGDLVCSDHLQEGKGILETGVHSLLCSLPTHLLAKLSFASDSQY
#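 Displacement of a biotinylated histone H3(1-15) peptide monomethylated at Lys9 (75 nM) from L3MBTL1 (50 nM) was measured by AlphaScreen after a 30 min room-temperature compound incubation; cefsulodin titration served as intraplate control.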
# RGS12 GoLoco inh = blocks human Gai1 binding to RGS12 GoLoco peptide, red readout; Gai1:RGS12 GoLoco peptide FP, rhodamine, 10 min; Potency, µM (series often up to 61.6 µM), for inactives: top-dose activity, negative = inhibition, usual class: inhibitors; 230,000 tested, 0.44% active; active = well fitted inhibition curve with a large enough effect, not every such curve was filed as active; inactive = no such curve, though single readings can be large or run the other way; note: nearly all actives have a fitted effect of over 30% in size; many of its hits are not listed in these tables
# TRb-SRC2 inh = disrupts binding of human TR beta to SRC2; P10828; TRbeta-SRC2 peptide binding, fluorescence polarization; receptor liganded with 1 µM T3; Potency, µM (doses to about 106 µM), inactives show at the top dose activity change, negative = inhibition, actives largely listed as inhibitors; 280,000 tested, 0.065% active; AID 1469;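 note: plate controls were bound peptide for no effect and peptide without receptor for full effect; nearly all actives have a fitted effect of over 50% in size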
#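 Compounds were added to 0.6 uM TRb ligand-binding domain and 20 nM Texas Red-labeled SRC2 peptide in Tris buffer containing 1 uM T3, incubated 5 hr at ambient temperature, then read by fluorescence polarization.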
# GAA spleen mod = inhibitors or activators of human alpha-glucosidase in spleen homogenate; P10253; human spleen homogenate, 4-MU-alpha-glucoside fluorescence; Potency, µM (series often up to 79.9 µM), for inactives: at the top dose activity change, negative = inhibition, hits mostly inhibitors; 240,000 tested, 0.006% active; AID 2112;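 note: 0% = enzyme with vehicle and -100% = no enzyme basal signal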
#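 Human spleen homogenate (1 ug) with 4-methylumbelliferyl-alpha-D-glucopyranoside (1 mM final) in 50 mM citrate/phosphate pH 5.0, 0.01% Tween-20; 40 min at 37 C. Stopped at pH 10; 4-MU fluorescence Ex 365/Em 440 nm; AC50 by Hill fit.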
# RECQ1 helicase = blocks DNA unwinding by human RECQ1. P46063. RECQ1 DNA unwinding, red fluorescence kinetic read. Potency, µM (doses to about 57.3 µM), inactives show at the highest dose activity, negative = inhibition, usual class: inhibitors. 240,000 tested, 0.54% active. AID 2549;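 note: plate controls were vehicle for no effect and no enzyme for full effect; nearly all actives have a fitted effect of over 30% in size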
#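 50 nM RECQ1T1 preincubated 15 min with compound in Tris pH 8.0 buffer with MgCl2, DTT, Tween-20 and 2.5 ug/ml poly(dI-dC); started with 200 nM TAMRA/BHQ-2 forked duplex and 2 mM ATP. Unwinding read as fluorescence (525/598 nm), two reads 2 h apart.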
# GAA glycogen mod = alters human alpha-glucosidase cleavage of glycogen; P10253; recombinant GAA, glycogen substrate, Amplex Red glucose oxidase fluorescence; Potency, µM (series often up to 76.4 µM), inactives show top-dose activity change, negative = inhibition, usual class: inhibitors; 300,000 tested, 0.38% active;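 note: 0% = full enzyme reaction and -100% = no-enzyme basal signal; the screen sought inhibitors and activators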
#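 Natural-substrate format: glycogen cleavage by 4 nM human enzyme, glucose read by Amplex Red coupling (Ex 573, Em 610 nm). Normalized to enzyme and no-enzyme controls.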
# GAA inhib = blocks human lysosomal alpha-glucosidase. P10253. purified human GAA, 4-MU-alpha-glucoside fluorescence. Potency, µM (top dose mostly 76.9 µM), for inactives: at the top dose activity change, negative = inhibition, hits mostly inhibitors. 200,000 tested, 0.005% active. AID 1466;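 note: plate controls were uninhibited enzyme wells for no effect and no-enzyme background for full effect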
#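 Fluorogenic assay: 4 nM human alpha-glucosidase with 400 uM 4-methylumbelliferyl-alpha-D-pyranoside in 50 mM citrate/phosphate, 0.005% Tween-20, pH 5.0, 20 min at room temperature. Compounds tested up to 77 uM; AC50 from Hill fits.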
# Numbers without * were called inactive; i = inactive; ? = inconclusive; nt = no result given; & = joins results of further samples; [ ] = remark or other dose. Unless noted, calls come from the whole dose curve; as a rule, active = well fitted curve in the direction sought with a large enough effect; inconclusive = small, poorly fitted or top-dose-only effect, or another doubt; inactive = no such curve, though single readings can be large; an effect the other way counts as inactive or inconclusive. Unless noted, % is set by controls: 0 for no effect and ±100 for the full control effect; potency is the fitted concentration of half-maximal effect.
# Fields: TexasRed fluor | L3MBTL1 inh | RGS12 GoLoco inh | TRb-SRC2 inh | GAA spleen mod | RECQ1 helicase | GAA glycogen mod | GAA inhib
1. Cc1[nH]nc2c1C1(CCN(Cc3ccccc3)CC1)C(C#N)=C(N)O2
    6% | -9% | 6% | -26% | -12% | -21% | -22% | 10%
2. Cc1occc1-c1nnc(SCC(=O)Nc2nc3ccccc3s2)o1
    -3% | nt | -10% | -8% | -3% | i | 1% | 2%
3. COc1ccc(S(=O)(=O)Nc2ccc(-n3cccc3)cc2)cc1
    -6% | nt | -4% | -3% | -4% | -15% | -15% | -13%
4. COc1cccc([C@@H]2Oc3ccc(OC)cc3C(=O)[C@H]2OC(=O)NS(=O)(=O)c2ccc(F)cc2)c1
    -2% | nt | 4% | 1% | 5% | -3% | nt | nt
5. CCn1cc(C(=O)OCc2ccc(F)cc2)c(=O)c2ccc(C)nc21
    3% | -3% | 12% | -21% | -3% | -5% | -27% | 1%
6. CC(=O)c1ccc(NC(=O)c2ccc3nc(-c4ccco4)c(-c4ccco4)nc3c2)cc1
    ? | nt | -15% | 16% | -10% | 8.9µM* | 6% | -3%
7. COC(=O)C(C(C)=O)C(NC(=O)NCc1ccccc1)c1ccccc1 (stereo unspecified)
    -2%[11.2 µM] | nt | nt | 7%[11.2 µM] | 2%[17.4 µM] | -10%[11.5 µM] | nt | nt
8. COCCNC(=O)Cn1nc(-c2ccccc2OC)ccc1=O
    -3% | 5% | 9% | -2% | -1% | i | -3% | ?
9. CC(C)CNC(=S)NNC(=O)c1nn(C)cc1Cl
    -8% | 26% | 8% | -4% | 5% | -4% | -24% | 2%
10. O=C(C1COc2ccccc2O1)N1CCOCC1 (stereo unspecified)
    2% | 10% | -3% | 7% | 6% | 7% | -11% | -5%
11. OC(c1cc(C(F)(F)F)nc2c(C(F)(F)F)cccc12)C1CCCCN1 (stereo unspecified)
    0% | 9% | -16% | 9% | -24% | i | nt | nt
12. Cc1ccc(S(=O)(=O)CCC(=O)Nc2nccs2)cc1
    -2% | nt | -9% | -19% | 5% | 9% | 5% | -3%
13. Cc1sc2ncn(CC(=O)Nc3cccc(S(N)(=O)=O)c3)c(=O)c2c1-c1ccccc1
    0% | -9% | 5% | 6% | -12% | -16% | 0% | -4%
14. CCN(CC)CCN1C(=O)Cn2c(C)c(C)c3cccc1c32
    1%&-7% | -6%&-26% | 1%&10% | 8%&1% | -3%&-9% | -4%&-12% | -13%&-8% | -5%&2%
15. O=C(C1CCCO1)N(c1ccc(F)cc1)C1C=CS(=O)(=O)C1 (stereo unspecified)
    0% | 17% | 8% | 7% | nt | -8% | 0% | -1%
16. CCOc1ccc(C2=Nn3c(nnc3-c3ccccn3)SC2)cc1
    -4% | ? | -4% | -9% | -4% | -14% | 4% | 3%[15.4 µM]
17. N=C1C(c2ccccc2)=C(O)CN1CCCO
    -6% | -1% | 5% | 7% | -8% | 9% | -3% | 3%[15.4 µM]
18. CSc1cccc(NC(=O)CSc2nc3ccccc3o2)c1
    0% | 0% | 9% | 3% | -4% | 1% | -16% | -1%
19. CCn1c(SCC(=O)NCc2cccs2)nc2c1c(=O)n(C)c(=O)n2C
    2% | 3% | -1% | 5% | -1% | -4% | -1% | -1%
20. O=C(Nc1nnc(SCc2ccccn2)s1)C1CC(=O)N(c2ccccc2)C1 (stereo unspecified)
    -2% | 9% | 5% | -3% | -7% | -11% | 14% | -3%
21. CNc1nc(-c2ccccc2)cc(C)c1S(C)(=O)=O
    0% | 80%[activator] | 2% | -3% | ? | -8% | -17% | ?
22. COc1cc(OC)cc(C(=O)N[C@H](C(=O)OCC(N)=O)C(C)C)c1
    -2% | -1% | 36%[activator] | -6% | -6% | -2% | 6% | 6%
23. CCN(CC)CCOC(=O)c1ccc(NC(=O)C2(c3ccccc3)CCCC2)cc1
    -4% | 1% | 7% | -14% | -1% | -2% | 1% | -2%
24. COC(=O)CCCC1=CC2=CC(=O)C(C)(OC(=O)c3cccs3)C(=O)C2=CN1c1ccc(OC)cc1 (stereo unspecified)
    -3%[11.2 µM] | nt | 9%[14.2 µM] | -3%[11.2 µM] | -3%[17.4 µM] | ? | 5% | nt
25. COc1ccc(CNc2nc3c(c(C(F)(F)F)n2)CCCCC3)cc1
    -2% | 56%[activator] | 3% | 6% | -3% | -7% | -7% | -11%
26. CC1SCC(NC(=O)c2ccccc2Cl)CS1 (stereo unspecified)
    0% | 5% | 4% | -5% | 2% | -3% | -6% | nt
27. Cn1c(SCc2ccccn2)nnc1-c1ccncc1
    -4% | 0% | -7% | 1% | 10% | 23% | 4% | ?
28. CSc1cccc(NC(=O)CN(C)S(=O)(=O)c2ccc(C)cc2)c1
    -3% | -1% | nt | -8% | 3% | -10% | 2% | -9%
29. CCCCOc1ccc(-c2c(C(=O)Nc3ccccc3)c(C)[nH]c(=S)c2C#N)cc1
    -1% | -11% | 0% | -3% | -9% | -3% | 0% | -8%
30. CCOc1ccc(NC(=O)CSc2ccc(-c3ccccn3)nn2)cc1
    -3% | ? | nt | -4% | -2% | 0% | 10% | 1%
31. NCCC[C@@H](CC(=O)N[C@@H]1CCNC[C@H]1C(=O)N[C@H](CC(=O)N[C@@H](CCC(=O)O)CC(=O)O)Cc1ccccc1)NC(=O)C[C@H](CO)NC(=O)[C@@H]1CCCC[C@H]1N
    1% | nt | 2% | -5% | 3% | 0% | nt | nt
32. Oc1[nH]c2ccccc2c1/C=N/c1nccs1
    -3% | -2% | 21% | 5% | -11% | -2% | ? | -2%
33. N#Cc1ccccc1
    0% | 0% | 1% | -3% | -6% | -7% | nt | nt
34. CC(=O)Nc1ccc(CN2CCN(C3CCCC3)C(CCO)C2)cc1 (stereo unspecified)
    1% | 8% | 2% | 3% | 4% | i | 0% | -5%
35. Cc1ccnc(NS(=O)(=O)c2ccc(NC(=O)C(C)(C)C)cc2)n1
    -1% | nt | -2% | 3% | 1% | -5% | 4% | nt
36. Clc1cc(Br)ccc1OCCn1ccnc1
    4% | -9% | 7% | -4% | -6% | 1% | -1% | 4%
37. COCCCN(CCCN)Cc1ccco1
    2% | 4% | 227%[activator] | -7% | -5% | -3% | -3% | 4%
38. Cc1cc(C)c2sc(N(CCCN(C)C)C(=O)COc3ccc(Cl)cc3)nc2c1
    1% | -15% | 3% | -5% | nt | i | 3% | -2%
39. C=CCN(CC(=O)NCc1ccc(OC)cc1)C(=O)c1csnn1
    -2% | nt | 5% | -12% | 1% | i | 3% | 9%
40. COc1ccc(CCn2c(-c3cc([N+](=O)[O-])cc([N+](=O)[O-])c3)nc3nc4ccccc4nc32)cc1OC
    -3% | -3% | 8% | 1% | -3% | 0% | 12% | 2%
41. CC1CC(C)(C)Nc2ccc(N=O)cc21 (stereo unspecified)
    0% | -22% | -24% | 7% | 0% | 0% | 4% | 6%
42. COc1ccccc1OCCSc1nc2ccc([N+](=O)[O-])cc2s1
    -3% | -13% | 13% | 1% | -8% | -2% | -4% | -9%
43. O=C(Nn1cnc2ccccc2c1=O)c1ccccc1[N+](=O)[O-]
    -1% | nt | -3% | 0% | 1% | -13% | 2% | 0%
44. CCN1CCN(C(=O)c2cc3c(=O)oc4ccc(C)cc4c3s2)CC1
    -2% | 5% | 0% | -2% | -12% | -1% | -12% | nt
45. COc1ccc(S(=O)(=O)N(C)c2ccc(C(=O)N3CCOCC3)cc2)cc1
    1% | -5% | -2% | -6% | -5% | -8% | 6% | 3%
46. COC(=O)Cc1ccc(NC(=O)c2ccc(NC(=O)c3ccco3)cc2)cc1
    -3% | nt | 8% | 2% | 2% | 4% | 0% | -3%
47. c1ccc(C(c2ccccc2)N2CCN(C(c3ccccn3)c3nnnn3C3CCCC3)CC2)cc1 (stereo unspecified)
    -1%[53 µM] | -3% | -3% | 2%[53 µM] | 4% | i | -3% | 7%
48. CN1CCN(C(c2ccc(F)cc2)c2nnnn2Cc2cccs2)CC1 (stereo unspecified)
    0% | nt | 2% | -24% | -7% | 7% | 7% | -3%
49. Cc1cc(C)nc(SCc2ccc(C(=O)N/N=C/C3CCCCC3)cc2)n1
    1% | 2% | 9% | -4% | 8% | -3% | -8% | ?
50. COc1ccc(S(=O)(=O)N2CCC(NC(=O)C(Cc3cccc(OC)c3OC)NC(C)=O)CC2)cc1 (stereo unspecified)
    -2% | 3% | 2% | -4% | -11% | 11% | 12% | 9%
51. CCOC(=O)/C(C#N)=C/c1cn(CCC(=O)O)nc1-c1ccccc1
    -1% | 11% | 1% | 2% | -15% | -3% | 6% | -3%
52. CC(=O)NC1=C(NC2CCS(=O)(=O)C2)C(=O)c2ccccc2C1=O (stereo unspecified)
    1% | -12% | -2% | 14% | 4% | 0% | 4% | 2%
53. Nc1ccc(NC2C[C@@H](C(=O)O)NC2=O)cc1 (stereo partly specified)
    -1% | 4% | 10% | 0% | 5% | 19% | 23% | -5%
54. CC(C)N(O)C(=O)NC(C)(C)C
    0% | 16% | 6% | -3% | 3% | 2% | -20% | -7%
55. CCOc1cc(/C=C2\NC(=S)N(c3c(C)n(C)n(-c4ccccc4)c3=O)C2=O)ccc1O
    -2% | -2% | 50%[activator] | 15% | -22% | ? | ? | ?
56. CC1CCN(CCNC(=O)C2CCCN(S(=O)(=O)c3cccc4nonc34)C2)CC1 (stereo unspecified)
    -1% | nt | 8% | 10% | -2% | -2% | -13% | -3%
57. O=S1(=O)CCC(NC(=S)NCCNC(=S)NC2CCS(=O)(=O)C2)C1 (stereo unspecified)
    0% | 10% | 7% | 0% | 2% | i | 2% | 2%

# By substructure: those above with a nitro group on carbon
# Fields: TexasRed fluor | L3MBTL1 inh | RGS12 GoLoco inh | TRb-SRC2 inh | GAA spleen mod | RECQ1 helicase | GAA glycogen mod | GAA inhib
40. COc1ccc(CCn2c(-c3cc([N+](=O)[O-])cc([N+](=O)[O-])c3)nc3nc4ccccc4nc32)cc1OC
    -3% | -3% | 8% | 1% | -3% | 0% | 12% | 2%
42. COc1ccccc1OCCSc1nc2ccc([N+](=O)[O-])cc2s1
    -3% | -13% | 13% | 1% | -8% | -2% | -4% | -9%
43. O=C(Nn1cnc2ccccc2c1=O)c1ccccc1[N+](=O)[O-]
    -1% | nt | -3% | 0% | 1% | -13% | 2% | 0%

# Screens from PubChem BioAssay.

# A portion of the library; count on the stated rates, not on these rows.
